# Mtb FBA inh = Mtb FBA enzyme inhibitors, primary screen, biochemical, fluorescence, strain H37Rv | Fructose-bisphosphate aldolase (Mycobacterium tuberculosis (strain ATCC 25618 / H37Rv)), … | purified M. tuberculosis FBA, fluorescence read-out | inhibition, % at 1 µM | 360,000 tested, 2.3% active | AID 588726, 2011; in the data active = inhibition above about 27%;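 note: 0% = vehicle and 100% = reference inhibitor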
# BioA inh = M. tuberculosis BioA enzyme inhibitors, primary screen, biochemical, plate reader, single point, HTS; 7,8-diaminopelargonic acid synthase BioA (Mycobacterium tuberculosis); purified M. tuberculosis BioA enzyme; inhibition, % at 9.99 µM; 360,000 tested, 0.096% active; AID 602481, 2012; in the data active = inhibition above about 40%; inconclusive = no clear call, values can overlap the other calls
# UGM FP inh = M. tuberculosis UGM enzyme inhibitors, primary screen, biochemical, fluorescence polarization, single point. purified UGM, fluorescence polarization probe displacement. inhibition, % at 10 µM. 320,000 tested, 0.06% active. UDP-galactopyranose mutase (Mycobacterium tuberculosis (strain ATCC 25618 / H37Rv)), …; in the data active = inhibition above about 10%, passing the limit was not always enough; inconclusive = no clear call, values can overlap the other calls
# Target sequence (P9WIQ1 whole entry, looked up): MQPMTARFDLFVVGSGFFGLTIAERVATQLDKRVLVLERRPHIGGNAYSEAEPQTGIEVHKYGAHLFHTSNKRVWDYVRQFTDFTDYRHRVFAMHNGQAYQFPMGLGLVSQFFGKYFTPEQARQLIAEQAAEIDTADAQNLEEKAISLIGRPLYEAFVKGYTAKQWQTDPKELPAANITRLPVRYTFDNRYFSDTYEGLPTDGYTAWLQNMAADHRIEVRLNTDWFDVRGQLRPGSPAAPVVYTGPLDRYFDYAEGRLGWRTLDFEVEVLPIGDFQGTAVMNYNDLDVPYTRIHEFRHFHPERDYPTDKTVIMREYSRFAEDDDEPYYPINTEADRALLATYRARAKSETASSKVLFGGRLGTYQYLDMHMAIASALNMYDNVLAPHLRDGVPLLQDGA
# BoNT F protease = BoNT/F light chain protease inhibitors, primary screen, biochemical, flow cytometry, MLPCN library; Multiplex microsphere protease cleavage assay; inhibition, % at 10 µM; AID 588497, 2011; Botulinum neurotoxin type F light chain protease (Clostridium botulinum); 360,000 tested, 0.22% active; in the data active = inhibition above about 35%, passing the limit was not always enough; inconclusive = no clear call, values can overlap the other calls; note: plate controls were buffer without enzyme for full effect and enzyme alone for no effect
# MazF activator = activators of E. coli MazEF toxin-antitoxin RNase, primary screen, biochemical, fluorescence, uHTS. Endoribonuclease toxin MazF (Escherichia coli (strain K12)), P0AE70. FAM/BHQ RNA-DNA oligo cleavage fluorescence, 5 h. 350,000 tested, 0.32% active. activation, % at 20 µM; in the data active = activation above about 50%
# Target sequence (P0AE70 whole entry, looked up): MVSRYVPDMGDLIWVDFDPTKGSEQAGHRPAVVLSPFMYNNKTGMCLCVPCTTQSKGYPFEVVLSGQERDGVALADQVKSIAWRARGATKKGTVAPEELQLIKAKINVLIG
# PrPC surface inh = inhibitors of human cell surface prion protein PrPC, primary screen, cell-based, TR-FRET. TR-FRET read-out. 370,000 tested, 0.43% active. inhibition, % at 13.8 µM; in the data active = inhibition above about 24%; note: 0% = median of the test wells and 100% = reference compound wells
# Rv3671c protease = Rv3671c serine protease inhibitors, primary screen, biochemical, fluorescence polarization, M. tuberculosis H37Rv. P9WHR9. inhibition, % at 5.96 µM. 320,000 tested, 0.048% active. AID 2606, 2010; in the data active = inhibition above about 38%;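 note: extracellular domain of Rv3671c used as enzyme; 0% = enzyme with DMSO and 100% = no enzyme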
# Target sequence (P9WHR9 whole entry, looked up, the tested form may be a part): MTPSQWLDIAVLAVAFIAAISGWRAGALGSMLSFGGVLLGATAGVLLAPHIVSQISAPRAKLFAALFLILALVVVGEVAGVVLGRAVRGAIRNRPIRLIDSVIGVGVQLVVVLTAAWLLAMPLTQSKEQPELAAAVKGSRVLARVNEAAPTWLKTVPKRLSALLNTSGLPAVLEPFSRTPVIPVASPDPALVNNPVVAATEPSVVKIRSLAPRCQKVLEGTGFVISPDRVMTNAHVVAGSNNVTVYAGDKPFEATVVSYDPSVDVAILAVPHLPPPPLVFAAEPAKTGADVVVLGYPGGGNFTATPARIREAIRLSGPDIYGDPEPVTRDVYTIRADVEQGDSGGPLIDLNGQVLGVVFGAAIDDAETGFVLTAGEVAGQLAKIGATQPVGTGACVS
# FadD28 binding = inhibitors of FadD28 bisubstrate probe binding, primary screen, biochemical, fluorescence polarization, single point; Mycobacterium tuberculosis FadD28 fatty-acid-AMP ligase; inhibition, % at 12.5 µM; 360,000 tested, 0.22% active; AID 588549, 2011; in the data active = inhibition above about 8.5%, passing the limit was not always enough; inconclusive = no clear call, values can overlap the other calls
# GDH-TPI inh = GDH-TPI coupling enzyme inhibitors, primary screen, artefact control for M. tuberculosis FBA inhibitor project, biochemical, absorbance, full deck; GDH-TPI coupled enzyme counterscreen, NADH absorbance; inhibition, % at 4.8 µM; 360,000 tested, 1.2% active; in the data active = inhibition above about 30%;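 note: 0% = DMSO wells and 100% = wells lacking the enzyme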
# Starred values were filed as active, the others as inactive; ? = inconclusive; . = no result given; + = active, no number. Rows were taken by chance; about 4.8% have a hit in one of these screens.
SMILES,Mtb FBA inh,BioA inh,UGM FP inh,BoNT F protease,MazF activator,PrPC surface inh,Rv3671c protease,FadD28 binding,GDH-TPI inh
Cc1ccc(S(=O)(=O)N2CCNC(=O)CC2)cc1,1,.,-0.7,2,2,-1,-8,-12,3
Cn1c(N)c(S(=O)(=O)NCc2ccccc2Cl)c(=O)n(C)c1=O,-4,.,0.1,-6,4,0,-9,-2.7,-5
CCCc1ccc(C(C)NC(=O)c2cnccn2)cc1 (stereo unspecified),0,6.2,0.3,1,-3,2,-3,-0.8,-2
COc1ccc(S(=O)(=O)N(C)C)cc1NC(=O)c1ccc(OCC2CCCO2)cc1 (stereo unspecified),1,2.3,.,-13,-2,11,.,-1.6,9
O=C(CCc1ccccc1)N=C1SC2CS(=O)(=O)CC2N1Cc1ccc(F)cc1 (stereo unspecified),-2,-3.0,-1.6,-2,-22,-4,1,0.0,1
O=C(OCC(=O)N1CCN(C(=O)c2ccco2)CC1)c1ccccc1NCCO,124*,-0.5,-2.3,2,-9,-3,-3,-2.5,8
CCC(C)c1ccccc1N1CC(C(=O)Nc2ccccc2N2CCCC2)CC1=O (stereo unspecified),0,2.1,1.4,-4,1,6,3,-2.2,-1
COc1cc(OC)c(S(=O)(=O)N2CCOCC2)cc1S(=O)(=O)N1CCOCC1,-1,0.4,0.2,0,-4,1,-1,-0.4,8
Cc1ccc(S(=O)(=O)NNC(=O)c2ccc(NC(=O)C3CC3)cc2)cc1,-3,-0.7,2.1,-2,3,-5,.,-5.0,-2
Cc1ccc(C)c(NC(=O)CSc2nnc(CSc3nc(C)cc(C)n3)n2Cc2ccco2)c1,2,3.8,2.1,12,-1,7,6,0.6,8
COc1ccc(C(=O)Cc2ccccc2)cc1OC,5,0.8,0.8,-21,0,3,-6,-2.0,-5
COC(=O)CN1C(=O)CC(C)(C)S(=O)c2ccccc21 (stereo unspecified),2,1.5,-0.4,8,-2,-5,-4,-4.7,-8
Cc1ccc(C2=N/C(=C\c3c(C)nn(-c4ccccc4)c3N3CCCC3)C(=O)O2)cc1,6,-6.2,2.0,-2,-139,4,6,-1.3,6
O=C(NCCCn1ccnc1)c1ccc(NS(=O)(=O)c2ccc(Cl)c(Cl)c2)cc1,-1,0.0,0.0,2,6,-3,-5,-0.4,5
COc1cccc2oc3ccc(C#CC4(N)CCCCC4)cc3c(=O)c12,23,-1.5,0.9,-2,19,-9,-2,0.7,26
Cc1oc2nc(SCC(=O)Nc3ccc(S(N)(=O)=O)cc3)nc(NC(=O)c3ccccc3)c2c1C,1,0.5,0.2,5,36,-1,-42,-1.0,11
COc1ccc(CC(=O)NCc2n[nH]c(=S)n2-c2cccc(C)c2)cc1,-1,.,-0.4,-2,2,-9,8,-2.9,-2
O=C(COC(=O)c1cc[n+]([O-])cc1)Nc1ccc(Cl)cc1Cl,-4,-0.5,0.0,-7,-2,-1,7,-0.2,0
O=C(CCS(=O)(=O)c1ccccc1)Nc1ccc(S(=O)(=O)Nc2nccs2)cc1,3,.,-0.1,0,9,-3,2,0.3,14
O=c1[nH]c(-c2ccccc2)cnc1-c1ccccc1,8,-1.9,-1.6,-1,-2,2,-5,-2.5,-4
NC(N)=N/N=C(\N=Nc1ccccc1)c1ccc(Cl)cc1,-5,.,.,-12,40,14,.,-5.2,12
COC(=O)N1C(=O)[C@@](c2ccccc2)(C(C)C)N1C(=O)OC,-1,-0.3,6.1,2,5,.,4,-3.2,-2
CCOc1ccc(C(=O)NCCCN2CCOCC2)cc1OCC,+,-0.3,-0.6,-13,-7,-7,-3,-1.7,2
COc1ccc(/C=N/NC(=O)c2[nH]nc3c2CCc2ccccc2-3)cc1OC,-2,.,-0.2,-9,-15,11,-21,-7.3,20
CCOC(=O)C1CCN(CC(=O)N(CC(C)C)c2c(N)n(CC(C)C)c(=O)[nH]c2=O)CC1,3,.,0.1,0,-22,-1,-10,-2.1,5
# Next compounds follow.
SMILES,Mtb FBA inh,BioA inh,UGM FP inh,BoNT F protease,MazF activator,PrPC surface inh,Rv3671c protease,FadD28 binding,GDH-TPI inh
CCCn1c(SCC(=O)N2c3ccccc3Sc3ccccc32)nc2c1c(=O)n(C)c(=O)n2C,2,-1.5,-1.7,-2,-6,7,5,0.1,6
COc1cc(OC)cc(C(=O)NNC(=O)c2cc(S(=O)(=O)N3CCOCC3)ccc2F)c1,2,-2.1,-1.1,.,-2,3,-3,-3.1,9
CC(=NN=C(C)c1ccc(O)cc1)c1ccc(O)cc1,-1,0.6,.,-2,6,-3,.,0.9,23
CC(C)C(NC(=O)OCc1ccccc1)C(=O)N1CCOCCOCCOCC1 (stereo unspecified),-2,.,-1.6,-1,3,0,6,-5.7,1
Cc1ccc(S(=O)(=O)Oc2ccc(/C=N/NC(=O)c3c(Cl)cnn3C)cc2)cc1,-2,-0.6,0.3,11,4,-6,0,-1.4,16
Cc1ccc(C)c(-n2c(C)nc3ccccc3c2=O)c1,-4,7.2,0.2,-1,15,-8,3,-3.9,-10
CCCCOc1ccc(C(=O)OCC(=O)Nc2cc(C)c(C)cc2[N+](=O)[O-])cc1,0,.,1.2,4,1,1,3,-3.7,0
Cc1cc(/C=C2/SC(=O)NC2=O)c(C)n1-c1ccc(N2CCOCC2)cc1,7,-0.4,-1.7,-14,-4,-1,-3,-0.8,19
CC1(C)CC(=O)C2=C(C1)N(c1ccc(F)cc1)C(=O)C2(NC(=O)c1ccccc1F)C(F)(F)F (stereo unspecified),2,.,-0.8,-10,4,-7,-6,-0.9,0
O=C(CCc1nnc2ccc(NCc3ccco3)nn12)N1CCN(c2ccccc2F)CC1,0,1.9,0.7,-8,11,8,-2,0.2,3
CC(C)(C)NC(=O)C(c1ccc(-c2ccccc2)cc1)N(C[C@H]1CC[C@@H]([C@@H]2CC[C@H](CO)O2)O1)C(=O)c1ccc2ccccc2c1 (stereo partly specified),-1,-1.5,.,-5,-8,2,.,-1.2,4
O=c1nc2n(c3cc(Cl)c(S(=O)(=O)N4CCOCC4)cc13)CCCCC2,6,-1.3,-2.9,-9,4,-6,0,-0.8,-4
CCc1ccc(/C=C(\C#N)C(=O)NC2CCS(=O)(=O)C2)cc1 (stereo unspecified),4,-0.6,-3.0,-4,-8,-1,3,-2.2,25
CSc1nsc(SC)c1C(=O)Nc1ccc(C)cc1,3,-2.2,0.4,-4,4,2,0,-1.5,10
Cc1cc(OCc2nc(-c3ccncc3)no2)cc(C)c1Cl,-2,.,1.3,-5,-2,5,-3,-2.1,4
CCC(C)(NC(=O)CNC(C)=O)C(=O)NC1CCCCC1 (stereo unspecified),1,-1.4,-2.9,0,0,-7,6,0.6,3
COc1ccc(-c2ccc(-c3noc(-c4ccccc4F)n3)c(OC)n2)cc1,3,-1.2,.,11,-3,3,.,0.6,4
N#CCSCC(=O)Nc1ccc(Br)cc1,2,-0.4,2.7,0,-6,9,3,-0.4,14
COc1ccc(Nc2nc(OC)nc(OC)n2)cc1,0,0.0,1.3,-1,9,-2,-2,0.4,0
CCOc1cc(C(=O)OCC(=O)NC(C)c2ccccc2)ccc1OCC(=O)N1CCOCC1 (stereo unspecified),5,.,1.1,2,4,0,2,0.5,-1
O=C1CC(c2ccccc2)CC(=O)N1c1ccc(C(F)(F)F)cc1,2,0.1,0.5,-3,-1,2,6,0.5,-7
COc1ccc(NS(=O)(=O)c2cccc(NC(=O)CCS(=O)(=O)c3ccccc3)c2)cc1,-2,.,-3.2,-1,2,8,-3,-1.9,0
O=C(O)[C@H](O)[C@@H](O)C(=O)O,0,-0.7,-1.3,-21,5,-10,2,-0.5,5
N#Cc1c(Sc2ncc(C(F)(F)F)cc2Cl)nsc1C/C=N\OCc1ccccc1Br,1,.,-2.2,-6,-3,-4,-1,0.0,-6
CCOc1ccc(N(CC(=O)NC2CC2)S(=O)(=O)c2ccc(C)cc2)cc1,1,-2.2,-1.0,2,-18,-1,8,-3.2,10

# Part of the list above in a different format:
Compound	Mtb FBA inh	BioA inh	UGM FP inh	BoNT F protease	MazF activator	PrPC surface inh	Rv3671c protease	FadD28 binding	GDH-TPI inh
COC(=O)N1C(=O)[C@@](c2ccccc2)(C(C)C)N1C(=O)OC	-1	-0.3	6.1	2	5	.	4	-3.2	-2
NC(N)=N/N=C(\N=Nc1ccccc1)c1ccc(Cl)cc1	-5	.	.	-12	40	14	.	-5.2	12

# The list goes on:
SMILES,Mtb FBA inh,BioA inh,UGM FP inh,BoNT F protease,MazF activator,PrPC surface inh,Rv3671c protease,FadD28 binding,GDH-TPI inh
COc1ccccc1CCNS(=O)(=O)c1cc2c3c(c1)C(C)C(=O)N3CCC2 (stereo unspecified),2,2.0,-0.9,-2,-27,-1,10,-3.3,6
COc1ccc(CN(CC(O)COCc2ccccc2)S(=O)(=O)c2ccccc2Br)cc1OC (stereo unspecified),-1,-0.3,.,-6,1,-3,.,-2.8,3
CCCCc1noc2c1/C(=N\O)CC(c1ccccc1)C2 (stereo unspecified),2,-1.6,0.6,-2,7,12,12,-0.8,1
CC1(C)Cc2nc(NC3CCCCC3)c(C#N)cc2CO1,36*,.,0.1,-4,-3,-3,4,-5.6,11
O=C(N=Nc1c(O)[nH]c2ccc([N+](=O)[O-])cc12)c1cc(-c2ccccc2Cl)nc2ccccc12,-7,.,-2.1,19,29,-8,-2,-2.8,10
CC(C)(C)OC(=O)C[C@H]1C/C=C\C[C@@H](CC(=O)N[C@@H](CO)Cc2ccccc2)C(=O)N2CCC[C@H]2COC1=O,0,-1.3,-2.0,-9,-16,6,6,-3.2,-7
COc1ccc(C2CC(C(F)(F)F)n3nc(C(=O)Nc4ccc5c(c4)OCO5)cc3N2)cc1 (stereo unspecified),7,-0.9,5.3,14,-2,15,-7,1.5,0
CCc1ccc(C(=O)NC(=S)Nc2ccc(N3CCOCC3)cc2)cc1,-2,.,-4.8,-3,-7,0,-5,-0.9,10
O=C(CSc1nnc(-c2cccs2)o1)N1CCCc2ccccc21,-2,6.2,0.1,-2,-1,-13,-7,0.1,6
O=C(NCc1ccco1)C(=O)NCC1OCCN1S(=O)(=O)c1ccc(F)cc1 (stereo unspecified),-3,-1.5,0.8,2,-2,-10,-7,-2.1,7
CC(=O)c1cccc(S(=O)(=O)N2CCCC(c3nc4c(nnn4Cc4ccccc4Cl)c(=O)[nH]3)C2)c1 (stereo unspecified),0,11,.,6,3,2,.,-0.5,-2
CN(C)S(=O)(=O)c1cccc(NC(=S)N/N=C/c2ccc(O)c(O)c2O)c1,-5,1.9,.,-14,29,6,.,-0.1,32*
CC(=O)N1N=C(c2ccccc2)CC1c1ccccc1 (stereo unspecified),-1,-0.7,-0.9,?,1,-2,9,-2.2,7
CCOC(=O)c1cnc2c(C)c(Cl)ccc2c1N1CCN(CC)CC1,1,1.3,-2.0,.,1,-7,-1,-0.1,7

# An excerpt of these results, bar-delimited:
canonical_smiles | Mtb FBA inh | BioA inh | UGM FP inh | BoNT F protease | MazF activator | PrPC surface inh | Rv3671c protease | FadD28 binding | GDH-TPI inh
CC(=O)N1N=C(c2ccccc2)CC1c1ccccc1 (stereo unspecified) | -1 | -0.7 | -0.9 | ? | 1 | -2 | 9 | -2.2 | 7
O=C(NCc1ccco1)C(=O)NCC1OCCN1S(=O)(=O)c1ccc(F)cc1 (stereo unspecified) | -3 | -1.5 | 0.8 | 2 | -2 | -10 | -7 | -2.1 | 7
CCCCc1noc2c1/C(=N\O)CC(c1ccccc1)C2 (stereo unspecified) | 2 | -1.6 | 0.6 | -2 | 7 | 12 | 12 | -0.8 | 1
O=C(CSc1nnc(-c2cccs2)o1)N1CCCc2ccccc21 | -2 | 6.2 | 0.1 | -2 | -1 | -13 | -7 | 0.1 | 6
